Bioassay records deposited in PubChem BioAssay by several laboratories.
EP2 modulator: modulators of human EP2 prostaglandin E2 receptor | induction, % at 25 µM | EP2-expressing cells, cAMP HTRF FRET, PGE2 co-stimulation | P43116 | actives 0.83% (n = 260,000);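 active = compounds whose cAMP rise, as percent of the full-agonist control response, exceeds 60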;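 note: rat C6 glioma line stably carrying human EP2 under a CMV promoter; the protocol text gives 20 µM as final concentration; 100% = response of wells given 1 µM PGE2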
Target sequence (P43116 whole entry, looked up): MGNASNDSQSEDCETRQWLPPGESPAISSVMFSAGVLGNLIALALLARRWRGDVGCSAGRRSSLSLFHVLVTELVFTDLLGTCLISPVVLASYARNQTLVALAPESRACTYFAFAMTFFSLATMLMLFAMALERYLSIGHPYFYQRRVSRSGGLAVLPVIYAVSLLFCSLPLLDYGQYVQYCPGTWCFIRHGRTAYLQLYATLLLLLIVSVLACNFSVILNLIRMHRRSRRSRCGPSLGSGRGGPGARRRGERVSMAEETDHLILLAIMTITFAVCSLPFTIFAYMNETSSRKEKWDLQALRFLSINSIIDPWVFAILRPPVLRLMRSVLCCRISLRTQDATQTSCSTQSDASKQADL
PERK inhibitor: inhibitors of human PERK kinase | inhibition, % at 5.6 µM | CHO PERK-DD fusion, SEAP luminescence translation reporter | Q9NZJ5 | AID 1416 | actives 0.17% (n = 220,000);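 active = inhibition above the mean inhibition of all tested compounds plus 3 SD, set separately per screening campaign, cut at about 2.9% in these data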;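 note: PERK kinase domain activated by AP20187 dimerizer at 100 nM; 0% = DMSO with dimerizer and 100% = rapamycin at 8.4 µM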
zVAD death inh: L929 zVAD cell death inhibition | AID 1377 | L929 zVAD necroptosis rescue, ATP luminescence, 24 h; with zVAD 60 µM | actives 0.38% (n = 220,000) | viability rescue, % at 10 µM;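 active = activation, scaled between plate controls, above about 75%, limit read from the data; inactive = activation under that limit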;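 note: 0% = zVAD with DMSO and 100% = DMSO alone without zVAD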
Runt-CBFb FRET: inhibitors of human RUNX1 Runt domain binding to CBFb. inhibition, % at 20 µM. Q01196+Q13951. Cerulean-Runt/Venus-CBFb FRET ratio 530/480, 1 h. actives 0.46% (n = 220,000);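 active = inhibition over about 50% at 20 µM in the single-dose screen, limit read from the data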;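 note: 0% = DMSO wells and 100% = excess unlabeled CBFb competitor control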
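System: Cerulean-labeled Runt domain protein | Quantity: 100 nM of each labeled protein | Schedule: 1 h compound exposure, room temperature | Detection: Fluorescence energy transfer, 422 nm excitation, 530/480 nm emission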
Runt-SMMHC FRET: inhibitors of human RUNX1 Runt domain binding to CBFb-SMMHC; Cerulean-Runt/Venus-CBFb-SMMHC FRET ratio 530/480, 1 h; inhibition, % at 20 µM; actives 0.74% (n = 220,000); AID 1434;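 active = mean inhibition across duplicate retests at 20 µM reaching about 50%, limit read from the data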;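 note: 0% = DMSO wells and 100% = wells with excess untagged CBFb-SMMHC; inhibitors lower the FRET ratio by blocking Runt binding to CBFb-SMMHC; some results filed as inactive read as strong as hits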
Hck-Nef inh: human Hck-Nef kinase inhibition; P08631; Recombinant Hck-YEEI plus Nef, Z-Lyte FRET kinase assay; inhibition, % at 20 µM; actives 0.68% (n = 220,000);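 active = Hck-Nef kinase inhibition above about 50%, limit read from the data; inactive = inhibition below that limit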;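 note: 0% = DMSO with Hck plus Nef and 100% = Hck alone without Nef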
Target sequence (P08631 whole entry, looked up): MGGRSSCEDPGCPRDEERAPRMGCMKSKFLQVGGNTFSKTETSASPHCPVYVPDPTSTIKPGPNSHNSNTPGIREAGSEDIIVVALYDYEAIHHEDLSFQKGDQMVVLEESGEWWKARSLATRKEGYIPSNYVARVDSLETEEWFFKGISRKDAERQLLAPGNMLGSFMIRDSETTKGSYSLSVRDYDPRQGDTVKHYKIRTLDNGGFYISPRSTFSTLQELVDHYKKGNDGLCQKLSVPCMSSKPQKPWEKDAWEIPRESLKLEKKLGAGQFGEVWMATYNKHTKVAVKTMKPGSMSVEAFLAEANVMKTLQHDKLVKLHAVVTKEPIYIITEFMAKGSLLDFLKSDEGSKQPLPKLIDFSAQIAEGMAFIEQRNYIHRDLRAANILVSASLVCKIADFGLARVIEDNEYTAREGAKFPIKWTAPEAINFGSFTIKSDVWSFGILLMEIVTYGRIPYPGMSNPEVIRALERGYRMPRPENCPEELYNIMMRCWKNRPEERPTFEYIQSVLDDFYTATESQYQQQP
RBBP9 inhibitor: human RBBP9 hydrolase inhibition; inhibition, % at 7.94 µM; recombinant RBBP9, FP-Rh probe fluorescence polarization; actives 0.2% (n = 220,000);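 active = inhibition above the campaign mean of all tested compounds plus 3 SD, cut at about 14% in these data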;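 note: plate controls were DMSO wells with RBBP9 for no effect and wells lacking RBBP9 protein for full effect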
Target sequence (O75884 whole entry, looked up): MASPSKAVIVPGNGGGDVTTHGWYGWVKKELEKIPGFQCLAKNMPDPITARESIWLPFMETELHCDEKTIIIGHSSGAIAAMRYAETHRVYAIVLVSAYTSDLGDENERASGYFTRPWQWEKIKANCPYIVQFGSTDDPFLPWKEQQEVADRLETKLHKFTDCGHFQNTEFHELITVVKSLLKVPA
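System: RBBP9 protein / Buffer or medium: Tris/NaCl buffer pH 8.0 with 0.1% Pluronic / Probe or stimulus: Serine-hydrolase probe FP-Rh, 375 nM pre-mixing / Dosing: 7.94 µM single dose, 0.794% DMSO / Times: enzyme-compound preincubation 30 min, then probe labeling 45 min, 25 °C / Technique: fluorescence polarization (mP), excitation 525 nm, emission 598 nm / Replication: singlicate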
TNF necrop inh: inhibitors of TNF-alpha induced necroptosis in Jurkat FADD-/- cells; Jurkat FADD-/- TNF necroptosis rescue, ATP luminescence, 24 h; 0 = TNF only, 100 = no-TNF cells; activation (protection from cell death), % at 10 µM; actives 0.068% (n = 220,000); AID 463075;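 active = activation, meaning protection from cell death, of at least 50% relative to plate controls; inactive = activation below 50%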;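 note: necroptosis triggered by 40 ng/mL TNF-alpha added together with compound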
EP2 antag: blocks the human prostaglandin E2 receptor EP2 | C6 glioma cells expressing human EP2, cAMP TR-FRET; cells stimulated with saturating PGE2 | actives 0.52% (n = 260,000) | AID 1422 | P43116 | inhibition, % at 25 µM;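 active = percent inhibition above 40 after rounding to a whole number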;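 note: rat C6 glioma host cells with rolipram phosphodiesterase inhibitor present; the protocol text gives 20 µM as final concentration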
* marks the source's active call; other numbers are inactive results; . = not tested or not shown. An excerpt; count on the stated rates, not on these rows.

SMILES	EP2 modulator	PERK inhibitor	zVAD death inh	Runt-CBFb FRET	Runt-SMMHC FRET	Hck-Nef inh	RBBP9 inhibitor	TNF necrop inh	EP2 antag
CC(=O)NC(Cc1c[nH]c2ccccc12)C(=O)N/N=C/c1ccccc1 (stereo not given)	-17	1.8	1.0	.	3	4	-9	-0.2	7
Cc1nonc1-c1csc(N)n1	-1	0.8	2.1	2	0	23	-2	-0.4	1
Cc1ccc2nc(NC(=O)Cn3nc(C)c([N+](=O)[O-])c3C)sc2c1	-43	-0.2	0.6	-2	-2	3	3	1.6	10
Cc1ccc(OC(=O)Nc2ccccc2)cc1	-42	0.4	4.1	-1	-2	4	-6	-1.2	0
Brc1cnc(N2CCCCC2)nc1N1CCOCC1	22	2.1	0.3	3	2	2	-4	0.3	15
CCN(CC)CCNC(=O)C1c2ccccc2C(=O)N(CCOC)C1c1ccc(F)cc1 (stereo not given)	2	-0.1	-1.2	2	-3	1	-4	0.4	2
O=C1CC(c2ccccc2Oc2cccc(Cl)c2)C(n2cncn2)C(=O)C1C1NCCc2ccccc21 (stereo not given)	28	1.6	1.1	4	-1	14	-3	3.1	7
Cc1noc(C(=O)Nc2c(C)nn(Cc3ccccc3)c2C)c1Cl	-1	-1.1	-0.6	1	3	1	-4	-0.1	9
O=[N+]([O-])c1ccc(/C=N/NC(=S)Nc2ccccc2C(F)(F)F)o1	0	0.9	-0.3	7	5	0	-3	1.5	3
CCn1c(N2CCN(C(=O)C34CC5CC(CC(C5)C3)C4)CC2)nc2ccccc21	4	-1.9	1.3	-1	0	3	-5	1.0	10
COc1ccccc1/C=C/C(=O)NCC(=O)N/N=C/c1ccc2c(c1)OCO2	-79	-0.3	1.7	0	-2	26	1	-1.0	10
N#CC1C(C#N)N2CCCN2C1c1ccc(Br)cc1 (stereo not given)	4	1.3	-0.1	1	-4	0	1	1.6	8
CC(=O)N1CCN(C(=S)c2ccc(-c3ccc(Cl)cc3)o2)CC1	-13	0.8	0.3	19	16	2	-2	-2.9	10
O=C(O)CN1C(=O)NC2NC(=O)NC21 (stereo not given)	0	0.6	0.6	0	3	5	-5	0.2	18
COc1ccccc1C(C#N)N1N=C(C)CC1(C)C (stereo not given)	32	0.3	0.3	0	-2	1	1	-0.6	4
COC(=O)c1cc(NC(=O)c2ccc(Cn3cc(Cl)cn3)o2)cc(C(=O)OC)c1	-17	-0.7	0.5	0	-4	10	-5	-0.7	.
CC(Cc1cccnc1)NC(=O)CCc1nnc(-c2ccccc2)o1 (stereo not given)	18	0.3	1.8	-2	2	18	-1	-0.5	12
CN(C)C(=O)c1nc2ccccc2s1	16	0.2	0.1	2	-3	-11	-6	0.1	12
CSc1ccc(/C=N/NC(=O)c2ccc(O)cc2)cc1	-6	0.5	10	-1	3	3	-7	-2.8	7
COc1ccc(C(=O)Nc2ccccc2C(=O)N/N=C/c2ccco2)cc1	-9	-2.0	-0.1	1	-3	7	-6	-5.0	18
N/C(CS(=O)(=O)c1ccc(F)cc1)=N\O	9	0.4	0.2	1	-2	19	-6	-0.2	11
Cc1nnc2n1N=CC=C(C(C)(C)C)S2	22	0.8	0.6	7	1	0	-6	-2.6	5
CC(=O)Nc1ccc2c(c1)nc(CN1CCCC1)n2C	17	1.4	-0.7	1	-4	-21	-1	0.1	11
COc1ccccc1CNC(=O)c1cc2sccc2n1C	1	0.1	1.9	1	2	2	-12	1.1	2
O=C1c2ccccc2S(=O)(=O)N1CC1CC(c2ccc(Cl)cc2)=NO1 (stereo not given)	-48	-0.3	.	0	3	0	-7	1.6	10
CCN(CC(O)Cn1c2ccccc2c2ccccc21)S(=O)(=O)c1ccc(C)cc1 (stereo not given)	-12	-0.3	0.0	-3	1	1	-6	0.5	12
Cc1ccc(S(C)(=O)=N/C=C2\C(=O)c3sccc3N(C)S2(=O)=O)cc1 (stereo not given)	-41	1.6	0.4	29	5	-2	-3	0.1	12
O=c1[nH]cnc2c1sc(=S)n2-c1ccccc1	30	1.9	0.7	28	6	1	-4	-1.9	1
O=C(NCCc1ccc(Cl)cc1)C1CCC(=O)N1C1CCCC1 (stereo not given)	-6	-0.7	-0.4	1	2	-1	-11	-2.1	18
CSc1ccc(/C=C/C(=O)Nc2ccccc2)cc1	-11	0.6	17	0	-6	20	-1	-3.7	16
O=c1cc(N2CCOCC2)cnn1-c1ccccc1	21	1.6	0.1	-1	0	5	-9	0.5	10
COC(=O)C1=C(O)CSC1=Nc1ccccc1	9	0.7	0.1	2	0	0	4	-0.8	10
O=S(=O)(CCc1ccccc1)/N=C/c1cccs1	-1	0.9	1.5	-1	3	-1	-12	1.7	4
Cc1nnc(SCC(=O)Nc2ccc(N(C)C)cc2)n(N)c1=O	31	0.5	3.2	1	3	23	-7	4.0	4
CC1CCC(C(C)C)C(OC(=O)CSc2nc(N)cc(=O)[nH]2)C1 (stereo not given)	8	-0.6	0.9	.	0	0	-8	-0.1	5
CC(C)CN(C(=O)c1nn(C)c(=O)c2ccccc12)c1nc2ccccc2s1	35	-0.8	-0.4	-1	1	1	-1	-2.2	13
Cc1ccc(NC(=O)CC2S/C(=N/N=C/c3c[nH]c4ccccc34)NC2=O)cc1 (stereo not given)	-85	0.3	0.4	2	7	7	0	2.0	1
CCOC(=O)N1CCC(NC(=O)c2cc(C(=O)Nc3cccc(C(F)(F)F)c3)ccc2CO)CC1	-2	0.2	4.3	-5	-1	11	-10	0.5	5
Cc1ccc(S(=O)(=O)Cc2csc(N)n2)cc1	25	0.6	4.9	0	-2	-2	-5	-0.7	2
COc1c(Cl)cc(Cl)cc1C(=O)Nc1ccc(NC(C)=O)cc1	3	1.6	3.0	0	-2	22	-5	0.6	9
O=S(=O)(Nc1ccc(N=Nc2ccc(O)c3ccccc23)cc1)c1ccccc1	-85	-0.2	1.2	1	-23	1	4	-0.4	14
Cc1nc(-c2c(C(=O)NNC(=O)Nc3c(C)cccc3C)noc2C)cs1	3	0.1	-0.1	0	1	6	4	-1.1	9
Cc1ccc(C2NC(=O)NC(O)(C(F)(F)F)C2C(=O)c2ccccc2)o1 (stereo not given)	26	-0.4	-0.5	0	-5	-12	-3	1.0	9
Cc1ccccc1OCc1nc2ccccc2c(=O)n1/N=C/c1ccco1	67*	-0.5	1.3	8	0	1	-9	0.5	17
O=C(NC1CCCCCC1)c1ccc(S(=O)(=O)NCc2ccco2)cc1	12	-0.6	-0.2	2	-3	0	1	-0.5	7

Molecules listed so far that contain a thiophene ring, fused or not (three):
SMILES	EP2 modulator	PERK inhibitor	zVAD death inh	Runt-CBFb FRET	Runt-SMMHC FRET	Hck-Nef inh	RBBP9 inhibitor	TNF necrop inh	EP2 antag
COc1ccccc1CNC(=O)c1cc2sccc2n1C	1	0.1	1.9	1	2	2	-12	1.1	2
Cc1ccc(S(C)(=O)=N/C=C2\C(=O)c3sccc3N(C)S2(=O)=O)cc1 (stereo not given)	-41	1.6	0.4	29	5	-2	-3	0.1	12
O=S(=O)(CCc1ccccc1)/N=C/c1cccs1	-1	0.9	1.5	-1	3	-1	-12	1.7	4

Carrying on.
SMILES	EP2 modulator	PERK inhibitor	zVAD death inh	Runt-CBFb FRET	Runt-SMMHC FRET	Hck-Nef inh	RBBP9 inhibitor	TNF necrop inh	EP2 antag
CC(=O)Nc1ccc(OCC(=O)c2cc(C)ccc2C)cc1	-11	0.4	0.5	1	0	-5	-6	-0.9	23
O=C(Nc1ccc(F)c(F)c1)c1cnc(-c2ccccc2)nc1-c1ccccc1	7	1.0	0.8	4	-5	2	-4	-3.3	2
CCC(=NCCc1c(C)[nH]c2ccc(C)cc12)C1=C(O)CC(c2ccccc2)CC1=O (stereo not given)	-81	0.1	-0.1	0	1	3	-1	-6.2	19
Cc1ccc(/C=c2/sc3nnc(-c4ccccc4Cl)n3c2=O)o1	8	0.3	-0.2	22	8	2	1	-10	4
CC(C)(C)C(=O)Nc1ccc(F)cc1[N+](=O)[O-]	1	1.3	-0.5	-3	-4	2	-5	1.1	8
CCOC(=O)C1(C)NC(c2ccco2)C2C(=O)N(C)C(=O)C21 (stereo not given)	20	0.1	4.7	1	-1	19	-5	-0.3	6
CC1=C(C(=O)OCc2ccccc2)C(c2cccnc2)n2nnnc2N1 (stereo not given)	4	-0.1	-0.1	-2	2	2	-12	-0.9	11
CC(=O)Nc1cccc(Oc2ccc3c(c2)C(=O)N(CCC(=O)O)C3=O)c1	14	1.4	1.0	0	-8	8	-4	-1.5	13
Cc1ccc(C(=O)NCCc2csc(C)n2)cc1	-8	1.2	1.5	-1	-1	-1	-8	-0.2	15
CCN1CCN(CCCNC(=O)CCc2nc(-c3ccc(OC)cc3)no2)CC1	15	1.5	0.8	1	1	-1	-4	0.7	8
CCN(CC)S(=O)(=O)c1cccc(C(=O)NN2Cc3ccccc3C2=N)c1	10	-0.2	1.2	1	-1	-1	-1	-0.6	13
O=C(NCCC1=CCCCC1)c1ccc(CN2CCOCC2)cc1	-1	-0.5	-0.8	-6	-5	3	-9	-1.3	10
CCc1ccc(N2C(=O)c3sc4nnc(-c5ccccc5)c(=O)n4c3C2=O)cc1	-25	1.1	0.8	0	2	-16	-4	-0.2	9
COc1cccc(CN(C)C(=S)Nc2cccc(C)c2)c1	-9	1.4	0.6	-1	-1	14	-1	1.3	4
O=S(=O)(NCCOc1cccc2cccnc12)c1ccc(F)cc1	-43	0.1	-0.5	2	-4	12	-9	-0.9	9
CCCCNCCOCCOc1ccc(Cl)cc1Br	-42	-1.3	0.2	-2	4	-2	-6	1.9	14
CCc1ccc(-c2cc(C(F)(F)F)n3nc(C(=O)Nc4c(C)nn(Cc5ccc(F)cc5)c4C)cc3n2)s1	25	0.0	0.5	11	13	8	-6	2.1	5
CC(=O)c1ccc(Oc2cc(C(F)(F)F)cnc2C(N)=O)cc1	-21	0.3	0.3	0	3	13	-4	0.7	5
CCC(C)C(NC(=O)C(C)NC(=O)CNC(=O)OC(C)(C)C)C(N)=O (stereo not given)	-10	1.1	0.1	-1	-3	24	-3	-0.5	13
O=C1c2cccnc2C(=O)N1Cc1ccc(Cl)cc1	12	-0.5	0.1	-1	-5	-2	0	0.5	5
COCCCNC(=S)NCCCNc1nc2cc3c(cc2cc1C#N)OCO3	-10	1.2	0.0	78*	140*	33	-7	-1.1	3
NS(=O)(=O)c1ccc(CNC(=S)NC2CCCC2)cc1	22	-0.6	-0.5	2	-6	-8	-7	0.4	5
O=C(CN1C(=O)NC(Cc2c[nH]c3ccccc23)C1=O)NC1CC1 (stereo not given)	23	0.4	0.1	1	0	23	-6	2.6	9
Cc1cc(C)cc(C(=O)N2CC(=O)Nc3ccccc32)c1	7	-1.4	-1.0	-2	0	2	-3	-9.4	10
Fc1cccc2sc(N3CCOCC3)nc12	8	-0.1	0.1	0	2	1	-2	-0.1	5
